# ABCB6 inh MLPCN – blocks the human ABCB6 transporter. Q9NP58. AID 602162. 360,000 compounds, 0.19% hits. fluorescence ratio to DMSO, % at 10 µM. K562-ABCB6 porphyrin accumulation, flow cytometry, 1 h; hits give low values;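 active = fluorescence ratio to DMSO below 75%, the collection mean minus 3 SD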;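 also: signal is porphyrin accumulated inside mitochondria; 100% equals median channel fluorescence of DMSO control wells; lower ratio means ABCB6 inhibition with less porphyrin fluorescence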
# m5-HT2A agonist – activates the mouse 5-HT2A serotonin receptor. activation, % at 7.6 µM. 360,000 compounds, 0.66% hits. P35363. CHO-K1 mHTR2A beta-arrestin complementation, luminescence; percent of 30 µM serotonin response;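 active = activation above a run cutoff, the mean activation of all tested compounds plus 3 SD, cut at about 14% in these data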;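 also: 0% = plate median of compound wells and 100% = 30 µM serotonin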
# Target sequence (P35363 whole entry, looked up): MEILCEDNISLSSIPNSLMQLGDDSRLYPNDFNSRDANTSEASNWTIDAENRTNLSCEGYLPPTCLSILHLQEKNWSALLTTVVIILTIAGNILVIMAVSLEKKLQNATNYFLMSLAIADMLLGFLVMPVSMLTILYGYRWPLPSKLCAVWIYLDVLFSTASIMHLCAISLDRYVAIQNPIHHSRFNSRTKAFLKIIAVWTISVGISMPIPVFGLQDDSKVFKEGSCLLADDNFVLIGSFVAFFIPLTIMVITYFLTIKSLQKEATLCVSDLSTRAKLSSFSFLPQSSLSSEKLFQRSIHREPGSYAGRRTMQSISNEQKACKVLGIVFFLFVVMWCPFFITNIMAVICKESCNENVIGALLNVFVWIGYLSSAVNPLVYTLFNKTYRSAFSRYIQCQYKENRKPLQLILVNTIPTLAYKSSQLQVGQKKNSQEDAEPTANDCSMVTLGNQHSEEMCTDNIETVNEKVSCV
# Glyco luc inh – N-linked glycosylation inhibition; reporter increase, % at 12.5 µM; D54 ERlucT glycosylation luciferase reporter, 24 h; percent of 100 nM tunicamycin response; 360,000 compounds, 0.23% hits; AID 588692;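 active = mean luciferase reporter signal, scaled so untreated is 0 and the glycosylation-blocking control 100, at or above a set limit in every replicate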;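 also: luciferase carries N-glycosylation sites so blocking glycosylation raises the light; 0% = median of neutral control wells and 100% = median of 100 nM tunicamycin wells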
# H9c2 protect – modulators protecting cardiomyocytes from myocardial damage; protection from H2O2 cell death, % at 20 µM; 360,000 compounds, 0.63% hits; H9c2 cardiomyocytes, H2O2 injury protection, ATPLite, 2 h;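 active = compounds giving at least 50% protection of heart cells from peroxide-induced death in the single-dose screen, raw or plate-pattern-corrected value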;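 also: 0% = DMSO wells with peroxide and 100% = DMSO wells without peroxide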
# MC4R barr agon – human MC4R agonism via beta-arrestin. U2OS MC4R beta-arrestin complementation, luminescence; percent of melanotan II response, DMSO zero. activation, % at 8.9 µM. 360,000 compounds, 0.98% hits. AID 540308;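 active = activation above a per-plate cutoff, the mean activation of sample wells on that plate plus 3 SD, cut at about 8% in these data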
# Target sequence (P32245 whole entry, looked up): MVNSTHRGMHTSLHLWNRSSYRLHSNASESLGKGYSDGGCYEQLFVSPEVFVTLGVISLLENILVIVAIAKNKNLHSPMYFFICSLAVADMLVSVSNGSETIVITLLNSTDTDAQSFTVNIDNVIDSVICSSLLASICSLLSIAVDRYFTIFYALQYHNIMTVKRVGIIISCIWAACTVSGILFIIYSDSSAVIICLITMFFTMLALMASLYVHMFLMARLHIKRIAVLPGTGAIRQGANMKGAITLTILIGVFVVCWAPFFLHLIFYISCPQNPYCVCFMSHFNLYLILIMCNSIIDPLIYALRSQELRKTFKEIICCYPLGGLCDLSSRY
# MC4R antagonist – human MC4R antagonism in cAMP assay | inhibition, % at 6.5 µM | AID 540295 | 360,000 compounds, 0.48% hits | P32245 | MC4R-expressing cells, MTII-stimulated cAMP, LANCE TR-FRET;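 active = inhibition above its plate's cutoff, the mean of tested wells on that plate plus 3 SD, cut at about 29% in these data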;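 also: 0% = Melanotan II alone and 100% = Melanotan II plus saturating MCL0020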
#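 System: U2OS cells stably expressing human melanocortin 4 receptor (MC4R). Reagent: Melanotan II challenge after compound preincubation. Doses: 6.5 µM. Times: 30-min compound, 1-h challenge, 1-h detection, room temperature. Measured by: TR-FRET with Eu-cAMP and labeled anti-cAMP, 671 nm. Replicates: singlicate.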
# ABHD5 PLIN5 PPI – inhibitors of human ABHD5-perilipin-5 interaction; Q00G26+Q8WTS1; Split G. princeps luciferase complementation, luminescence, 4 h; inhibition, % at 4 µM; 360,000 compounds, 0.78% hits; AID 602281;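 active = inhibition above the mean inhibition across every tested compound plus 3 SD, cut at about 22% in these data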;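 also: 0% = DMSO only wells and the 100% control is not disclosed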
# TLR9-MyD88 block – TLR9-MyD88 interaction inhibition; Q9NR96+Q99836; CHO BLA complementation TLR9-MyD88, CCF4 FRET ratio; inhibition, % at 4.98 µM; 340,000 compounds, 0.21% hits;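 active = inhibition above the mean over all tested compounds plus 3 SD, cut at about 21% in these data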;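 also: 0% = DMSO only wells and 100% = clavulanate BLA inhibitor control wells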
# SRC2 inh – inhibits human steroid receptor coactivator 2. AID 651957. HEK293 GAL4-SRC2 luciferase reporter, luminescence. inhibition, % at 9 µM. Q15596. 370,000 compounds, 0.17% hits;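 active = inhibition above the mean inhibition of all tested compounds plus 3 SD, set per campaign, cut at about 52% in these data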;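 also: 0% = DMSO treated cells and 100% = cells given Gossypol at 36 µM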
# NOD2-RIPK2 inh – NOD2-RIPK2 protein interaction inhibition | O43353 | CHO BLA complementation NOD2-RIPK2, CCF4 ratio | inhibition, % at 4.98 µM | 360,000 compounds, 0.38% hits | AID 624267; in the data active = inhibition above about 21%;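 also: 0% = vehicle only and 100% = reference blocker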
# * = called active by the depositor; · = no result given. Some of the compounds tested; the hit share may differ from the screen's.
# Screens by letter – A = ABCB6 inh MLPCN; B = m5-HT2A agonist; C = Glyco luc inh; D = H9c2 protect; E = MC4R barr agon; F = MC4R antagonist; G = ABHD5 PLIN5 PPI; H = TLR9-MyD88 block; I = SRC2 inh; J = NOD2-RIPK2 inh
1: O=C(NCc1cnc2ccccn12)C1CCC(=O)N(Cc2ccccc2F)C1 (configuration not stated)
  A = 97.0 | B = 1.1 | C = 1.4 | D = 4.1 | E = -3.8 | F = -0.3 | G = -4.0 | H = -2.4 | I = -14.9 | J = -6.5

2: CC(=O)Nc1cccc(NC(=O)c2cc(-c3cccnc3)nc3ccc(Cl)cc23)c1
  A = 92.0 | B = 8.1 | C = 8.1 | D = 65.3* | E = -1.0 | F = 7.8 | G = 3.9 | H = 5.3 | I = 1.8 | J = -4.8

3: O=C(c1ccc(-c2nnc(Nc3cccc(Cl)c3)c3ccccc23)cc1)N1C[C@H]2C[C@H](C1)c1cccc(=O)n1C2
  A = 96.0 | B = -1.0 | C = 1.0 | D = 8.6 | E = -1.2 | F = 24.2 | G = 7.8 | H = -9.2 | I = 18.7 | J = -7.2

4: CCCCCC(=O)N1CC2(C)CN(C(=O)CCCCC)CC(C)(C1)C2=O
  A = 91.0 | B = 3.0 | C = 2.6 | D = 7.0 | E = -1.0 | F = -4.7 | G = 3.2 | H = -5.1 | I = 7.4 | J = 1.2

5: Cc1cccc(NC(=O)Nc2cccnc2)c1C
  A = 98.0 | B = 4.2 | C = -1.3 | D = 4.3 | E = -1.1 | F = 16.3 | G = 3.0 | H = -2.4 | I = -18.5 | J = 3.0

6: Cc1ccc(S(=O)(=O)N/N=C/c2ccccc2F)cc1[N+](=O)[O-]
  A = 105.0 | B = -5.0 | C = 1.2 | D = -7.1 | E = -2.0 | F = -2.9 | G = -3.5 | H = 5.5 | I = -12.2 | J = 1.8

7: COc1ccccc1C(=O)Nc1ccc2ccccc2c1
  A = 98.0 | B = -5.3 | C = -4.4 | D = -9.4 | E = -1.2 | F = -3.1 | G = -0.1 | H = 0.2 | I = -33.3 | J = -4.9

8: O=C(NC1CCCCCC1)C(=O)NC1CCCC1
  A = 93.0 | B = 1.2 | C = -0.6 | D = -0.4 | E = -1.6 | F = 4.6 | G = -1.0 | H = 9.9 | I = -10.3 | J = 1.7

9: CN(C(=O)c1cccc(NC(=O)Cc2cccc(NC(=O)C3CCCN(C(=O)C4CCCCC4)C3)c2)c1)C1CCC1 (configuration not stated)
  A = 102.0 | B = 2.5 | C = -1.8 | D = -3.3 | E = 0.4 | F = 3.8 | G = -5.4 | H = -9.9 | I = 12.7 | J = -4.7

10: O=C(CCc1nnc2ccc(NCc3ccco3)nn12)N1CCN(c2ccccc2)CC1
  A = 98.0 | B = 6.6 | C = -3.0 | D = 11.4 | E = -0.3 | F = -10.3 | G = 17.9 | H = 6.9 | I = 8.7 | J = -4.6

# Brought forward from above: two entries; new compounds follow.
# Screens by letter – A = ABCB6 inh MLPCN; B = m5-HT2A agonist; C = Glyco luc inh; D = H9c2 protect; E = MC4R barr agon; F = MC4R antagonist; G = ABHD5 PLIN5 PPI; H = TLR9-MyD88 block; I = SRC2 inh; J = NOD2-RIPK2 inh
9: CN(C(=O)c1cccc(NC(=O)Cc2cccc(NC(=O)C3CCCN(C(=O)C4CCCCC4)C3)c2)c1)C1CCC1 (configuration not stated)
  A = 102.0 | B = 2.5 | C = -1.8 | D = -3.3 | E = 0.4 | F = 3.8 | G = -5.4 | H = -9.9 | I = 12.7 | J = -4.7

10: O=C(CCc1nnc2ccc(NCc3ccco3)nn12)N1CCN(c2ccccc2)CC1
  A = 98.0 | B = 6.6 | C = -3.0 | D = 11.4 | E = -0.3 | F = -10.3 | G = 17.9 | H = 6.9 | I = 8.7 | J = -4.6

11: O=C(/C=C/c1ccccc1)OCCN=C1NS(=O)(=O)c2ccccc21
  A = 94.0 | B = 0.6 | C = -0.2 | D = -7.3 | E = -0.4 | F = 9.2 | G = -6.7 | H = 1.9 | I = 4.5 | J = -2.5

12: CC(=O)c1c(C)[nH]c(C(=O)NCCc2cccc(C)c2)c1C
  A = 100.0 | B = -8.3 | C = 0.4 | D = -23.9 | E = -0.6 | F = 0.8 | G = -6.6 | H = -2.6 | I = -30.8 | J = -4.5

13: O=C(Nc1ccc2c(c1)OCO2)c1cc(C2CCCN(C(=O)CCc3ccccc3)C2)on1 (configuration not stated)
  A = 99.0 | B = 5.9 | C = -2.5 | D = -1.3 | E = 0.8 | F = 9.9 | G = 3.4 | H = · | I = -40.3 | J = -2.6

14: Cc1nc2cnccc2n1C
  A = 98.0 | B = 1.8 | C = -0.7 | D = 6.7 | E = -0.6 | F = 0.9 | G = -4.0 | H = -11.1 | I = 16.8 | J = -6.5

15: O=C(c1cccc(Br)c1)N1CCCc2ccccc21
  A = 101.0 | B = -1.9 | C = -0.4 | D = -4.4 | E = 0.3 | F = -0.3 | G = -2.3 | H = -5.1 | I = 7.4 | J = -8.6

16: COCCNC(=O)C1(C)CCCN(Cc2sc(C)nc2C)C1 (configuration not stated)
  A = 100.0 | B = 3.6 | C = 1.5 | D = 0.6 | E = -0.1 | F = 1.0 | G = -2.5 | H = · | I = -13.6 | J = 3.7

17: C[C@@H]1COc2cc(N3CCSCC3)ccc2S(=O)(=O)N1
  A = 100.0 | B = 0.7 | C = · | D = · | E = · | F = · | G = 2.5 | H = · | I = -18.5 | J = -1.7

18: CCOC1=NN(c2ccccc2)C(=O)/C1=C\N(C)C
  A = 101.0 | B = -3.0 | C = 1.0 | D = 0.2 | E = -1.5 | F = -1.2 | G = 6.1 | H = -0.6 | I = -19.4 | J = -7.8

19: O=C(Nc1ccc2c(c1)OCO2)NC1(C(F)(F)F)Oc2ccccc2O1
  A = 100.0 | B = 0.5 | C = -3.0 | D = 10.1 | E = -3.1 | F = 3.3 | G = -11.1 | H = -2.2 | I = -4.8 | J = -3.6

20: CCN1CCN(c2ccc(S(=O)(=O)N3CCOCC3)cc2NC(=O)c2cc(Cl)nc3ccccc23)CC1
  A = 97.0 | B = -1.8 | C = 4.0 | D = 15.9 | E = -5.4 | F = 11.2 | G = -5.5 | H = -9.8 | I = -23.5 | J = -2.6

# Single values from the list:
# Reading of cpd 17 under NOD2-RIPK2 inh: -1.7
# Reading of cpd 19 under H9c2 protect: 10.1

# Entries by screen from the list:
# ABCB6 inh MLPCN, entries 11–20, in order: 94.0, 100.0, 99.0, 98.0, 101.0, 100.0, 100.0, 101.0, 100.0, 97.0
# SRC2 inh, entries 11–20, in order: 4.5, -30.8, -40.3, 16.8, 7.4, -13.6, -18.5, -19.4, -4.8, -23.5
# NOD2-RIPK2 inh, entries 11–20, in order: -2.5, -4.5, -2.6, -6.5, -8.6, 3.7, -1.7, -7.8, -3.6, -2.6

# Returning to the listing; the 2 compounds before the break are reprinted first.
# Screens by letter – A = ABCB6 inh MLPCN; B = m5-HT2A agonist; C = Glyco luc inh; D = H9c2 protect; E = MC4R barr agon; F = MC4R antagonist; G = ABHD5 PLIN5 PPI; H = TLR9-MyD88 block; I = SRC2 inh; J = NOD2-RIPK2 inh
19: O=C(Nc1ccc2c(c1)OCO2)NC1(C(F)(F)F)Oc2ccccc2O1
  A = 100.0 | B = 0.5 | C = -3.0 | D = 10.1 | E = -3.1 | F = 3.3 | G = -11.1 | H = -2.2 | I = -4.8 | J = -3.6

20: CCN1CCN(c2ccc(S(=O)(=O)N3CCOCC3)cc2NC(=O)c2cc(Cl)nc3ccccc23)CC1
  A = 97.0 | B = -1.8 | C = 4.0 | D = 15.9 | E = -5.4 | F = 11.2 | G = -5.5 | H = -9.8 | I = -23.5 | J = -2.6

21: CC(O)[C@H]1CNC(=O)C(=O)N1CCCCC1CCCCC1 (some centres not stated)
  A = 96.0 | B = 1.9 | C = -1.0 | D = -5.4 | E = 3.0 | F = 2.5 | G = 5.1 | H = 4.8 | I = -31.4 | J = -0.3

22: CC(=O)Nc1ccc(S(=O)(=O)NCCC(=O)OCC(=O)NNC(=O)c2ccccc2)cc1
  A = 90.0 | B = 6.4 | C = 2.8 | D = -4.0 | E = -2.9 | F = 1.8 | G = -8.9 | H = 3.2 | I = -6.9 | J = 7.9

23: Cc1ccccc1C(=O)N1CCC(C(=O)Nc2ccccn2)CC1
  A = 96.0 | B = -3.0 | C = 2.1 | D = 5.4 | E = -0.2 | F = 0.2 | G = -10.2 | H = 7.9 | I = -20.1 | J = 1.3

24: O=C(Nc1ccc(N2CCOCC2)c(S(=O)(=O)Nc2ccccc2Cl)c1)c1ccccc1
  A = 96.0 | B = 0.2 | C = -8.4 | D = 6.4 | E = -0.1 | F = 6.0 | G = -7.5 | H = -7.5 | I = -0.9 | J = 6.8

# From PubChem
